Bioassay records as filed in PubChem.
LGR2 antag: inhibitors of bursicon-induced Drosophila LGR2 receptor cAMP signaling; inhibition, % at 9.99 µM; AID 720647; actives 0.35% (n = 380,000); HEK293 LGR2, CRE-luciferase, bursicon-stimulated, 4 h;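 active means drop in luminescence signal, shown as inhibition above about 50% in the replicate tests, limit read from the data, passing the limit was not always enough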;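 further: agonist challenge used bursicon conditioned medium at about half maximal strength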
EWS-Fli inh: inhibitors of EWS/Fli oncoprotein transcriptional activity; A673 NR0B1-luciferase reporter, viability-normalised; inhibition, % at 12.6 µM; actives 0.67% (n = 350,000);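 active means mean inhibition of at least 50% after viability correction, with every replicate also passing that limit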;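 further: firefly luciferase signal divided by Alamar Blue viability fluorescence both relative to DMSO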
FN deposition inh: fibronectin deposition inhibition; AH1F fibroblasts, Alexa488-fibronectin deposition fluorescence, overnight; inhibition, % at 12.6 µM; actives 0.086% (n = 350,000); AID 743247;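 active means mean inhibition across replicates of 30% or more, regardless of how many single replicates reach that level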;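 further: positive control wells lacked labelled fibronectin entirely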
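Material: AH1F fibroblast monolayer depositing Alexa488-labelled fibronectin into matrix / Amount: 10000 AH1F cells per well / Signal: fluorescence 485/525 nm / Medium: DMEM, 2% serum / Compound: single dose, pinned / Incubation: 1 h cell adhesion before compound, then overnight fibronectin incubation / Reagent: Alexa488-FN, 24 nM final / Read-out: inhibition of fibronectin deposition signal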
PAX8 reporter: inhibitors of PAX8 transcriptional activity in RMG-I cells | RMG-I TPO-luciferase reporter, SteadyGlo, 24 h | inhibition, % at 12.6 µM | actives 1.2% (n = 360,000) | AID 652154;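 active means mean replicate inhibition at least 60% with every replicate also reaching 60%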;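 further: luciferase light reporting Pax8 driven TPO promoter activity; plate controls were median of neutral control wells for no effect and mitoxantrone controls for full effect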
PGC1a acetyl inh: lowers PGC1a acetylation signal in U2OS cells. AlphaScreen anti-acetyl-lysine; with virally co-expressed GCN5 acetyltransferase. AID 651687. inhibition, % at 15.6 µM. actives 0.17% (n = 350,000);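 active means every replicate shows inhibition of at least 40%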;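 further: 0% = neutral control wells and 100% = positive control wells; some results beyond the cut were filed as inactive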
S100A4 MyoIIA: blocks human S100A4 binding to myosin IIA peptide; P26447; S100A4/TAMRA-MyoIIA peptide fluorescence polarization; inhibition, % at 10.7 µM; actives 0.14% (n = 360,000); AID 652163;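 active means mean inhibition of at least 70% across replicates, with every replicate also reaching that level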
Target sequence (P26447 whole entry, looked up): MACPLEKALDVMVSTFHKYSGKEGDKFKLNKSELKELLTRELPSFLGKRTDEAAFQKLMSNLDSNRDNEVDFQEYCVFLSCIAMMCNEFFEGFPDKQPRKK
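Test system: S100A4 monomer protein. Medium: HEPES buffer with Ca2+, pH 7.2. Reagent: fluorescent myosin IIA peptide, 5 nM. Compound dosing: single-point compound testing. Timing: 5 min between mix addition and reading. Benchmarks: DMSO neutral and TFP positive wells.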
PglD DTNB: PglD (C. jejuni) enzyme inhibition; inhibition, % at 12.5 µM; purified PglD enzyme, DTNB colorimetric CoA detection; actives 0.098% (n = 360,000); in the data active means inhibition above about 16%, passing the limit was not always enough; further: strong numbers were not always called active
ERAP1 HTS inh: inhibitors of human ERAP1 aminopeptidase; actives 0.15% (n = 340,000); inhibition, % at 10.7 µM; AID 652197; recombinant ERAP1, Leu-AMC fluorescence, 60 min; Q9NZ08;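 active means mean replicate inhibition of at least 30%, or all replicates individually reaching that 30% level; inactive means mean below 30% and not every replicate reaching it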;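 further: 0% = neutral control wells and 100% = L-leucinethiol positive control wells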
Target sequence (Q9NZ08 whole entry, looked up): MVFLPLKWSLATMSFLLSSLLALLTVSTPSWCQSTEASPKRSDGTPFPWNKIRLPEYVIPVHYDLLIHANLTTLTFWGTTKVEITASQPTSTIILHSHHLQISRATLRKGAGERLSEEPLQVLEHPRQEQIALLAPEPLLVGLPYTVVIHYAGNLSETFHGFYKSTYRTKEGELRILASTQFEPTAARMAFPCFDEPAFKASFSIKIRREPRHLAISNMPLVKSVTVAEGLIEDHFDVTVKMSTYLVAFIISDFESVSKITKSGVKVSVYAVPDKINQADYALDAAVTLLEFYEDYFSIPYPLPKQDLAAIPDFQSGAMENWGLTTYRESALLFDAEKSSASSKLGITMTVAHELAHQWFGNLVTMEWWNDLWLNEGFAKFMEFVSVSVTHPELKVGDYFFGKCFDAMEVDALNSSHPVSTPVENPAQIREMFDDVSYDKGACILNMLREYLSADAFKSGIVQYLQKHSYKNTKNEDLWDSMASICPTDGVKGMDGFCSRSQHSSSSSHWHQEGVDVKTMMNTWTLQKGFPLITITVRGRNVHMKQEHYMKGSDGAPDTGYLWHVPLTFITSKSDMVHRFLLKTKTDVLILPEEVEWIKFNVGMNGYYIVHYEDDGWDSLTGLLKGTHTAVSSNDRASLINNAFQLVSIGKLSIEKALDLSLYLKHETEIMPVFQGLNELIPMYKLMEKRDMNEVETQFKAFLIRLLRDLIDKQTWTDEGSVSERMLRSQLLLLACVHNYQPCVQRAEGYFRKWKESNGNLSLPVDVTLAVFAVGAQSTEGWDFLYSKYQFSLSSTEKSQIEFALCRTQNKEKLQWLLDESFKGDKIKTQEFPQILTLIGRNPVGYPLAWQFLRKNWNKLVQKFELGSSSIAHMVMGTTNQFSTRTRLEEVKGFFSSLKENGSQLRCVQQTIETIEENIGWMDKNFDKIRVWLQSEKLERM
Active calls of the source: *; nt = no result given. Random draw from the library (roughly 2.1% active in at least one column).

SMILES	LGR2 antag	EWS-Fli inh	FN deposition inh	PAX8 reporter	PGC1a acetyl inh	S100A4 MyoIIA	PglD DTNB	ERAP1 HTS inh
COc1cccc(N2CCN(CC(=O)NC(=O)NC3CCCCC3)CC2)c1	-0.8	5.7	6.8	1.8	nt	-0.9	9.2	2.9
CCN(CC(=O)NC(C)(C)C)C(=O)c1ccc(Br)cc1	nt	-41.4	-0.1	-9.7	-9.9	-0.6	0.9	-0.3
C=CCSc1nnc(COc2ccc(=O)n(-c3ccccc3)n2)n1CC	15.1	-8.5	0.0	-17.0	-0.9	1.2	nt	-3.3
Cc1cccnc1C(NC(=O)C1CCN(CCCc2ccccc2)CC1)c1ccc(F)cc1 (centres undefined)	12.5	-2.0	-1.7	23.5	3.1	-3.0	-2.4	0.5
S=C(NCc1ccco1)Nc1cc(Cl)c(Cl)cc1Cl	0.1	-3.0	2.0	9.6	-7.7	-3.2	4.6	1.1
O=S(=O)(c1ccccc1)N1CCCCN2[C@@H](CO)[C@H](c3ccc(-c4cncnc4)cc3)[C@@H]2C1	-15.1	-11.8	nt	-38.3	-3.2	-0.5	-1.0	0.5
COc1ccc(/C=C(\NC(=O)c2ccc(OC)cc2)C(=O)Nc2ccc(C(=O)O)cc2)cc1	-3.4	-5.9	-5.7	-0.6	9.9	-2.4	3.5	-1.2
CN1CCN(C(=O)c2ccccc2-c2ccccc2C(=O)O)CC1	-16.0	nt	-1.8	nt	9.5	nt	13.7	nt
C[C@@H]1CN([C@@H](C)CO)C(=O)c2cc(NS(C)(=O)=O)ccc2O[C@@H](C)CCCCO[C@H]1CN(C)C(=O)Nc1ccc2c(c1)OCO2	-7.4	-9.0	-7.3	9.6	2.2	4.0	0.3	-0.5
C[C@@H]1CN([C@H](C)CO)C(=O)Cc2cc(NC(=O)CCCCCC(=O)Nc3ccccc3N)ccc2O[C@@H]1CN(C)S(=O)(=O)c1ccccc1	6.3	20.7	nt	-20.1	0.2	2.3	-0.1	-2.1
O=C(c1ccccc1Sc1ccccc1[N+](=O)[O-])N1CCCCC1	nt	8.5	5.9	-17.6	-0.7	5.5	nt	1.2
C[C@H]1CN([C@@H](C)CO)C(=O)c2cc(NC(=O)Nc3cccc4ccccc34)ccc2O[C@H]1CN(C)S(=O)(=O)c1cn(C)cn1	5.3	0.6	nt	nt	-22.2	7.5	-3.2	6.5
Cc1ccc(S(=O)(=O)N2CCC[C@H]2C(=O)Nc2ccc(F)cc2C)cc1	4.1	9.7	2.5	15.7	-3.4	-2.7	nt	0.5
CCOC(=O)N/N=C(\C)c1ccc(C)o1	10.7	-1.9	1.5	-17.7	-7.1	-4.4	nt	1.7
COc1cccc(-c2nc(C(=O)NCC3CCCO3)cc3c2[nH]c2ccccc23)c1 (centres undefined)	nt	-1.8	nt	nt	-25.2	11.6	1.9	nt
CCOC(=O)c1c(NC(=O)CN2CCN(C(=O)C3CCCO3)CC2)sc(C)c1C (centres undefined)	10.4	nt	10.4	13.2	nt	-1.1	2.4	-2.8
CCc1noc(C)c1C(=O)OCC(=O)c1ccc(NC(C)=O)cc1F	-3.1	-1.2	2.3	-7.2	-1.6	0.4	1.4	-11.7
C[C@H](NC(=O)c1[nH]cnc1C(=O)Nc1ccccc1)C(=O)OC(C)(C)C	-11.4	9.1	-3.9	21.1	nt	0.6	-1.6	nt
Cc1nc2c(C(=O)NCc3ccco3)cnn2c(C)c1Cc1ccc(F)cc1Cl	9.4	nt	2.4	nt	6.7	nt	-1.7	nt
C[C@H]1CN([C@@H](C)CO)C(=O)c2cc(NC(=O)Nc3ccc(F)cc3)ccc2O[C@@H]1CN(C)Cc1ccc(-c2ccccc2)cc1	-18.4	-0.2	0.9	nt	-3.7	-4.5	-1.4	0.5
O=C(CCNC(=O)N1CC(=O)Nc2ccccc21)Nc1ccc(Br)cc1F	-0.5	nt	-4.6	-2.5	-2.8	-4.5	1.9	0.6
Cc1ccccc1NC(=O)N1CCC(NC(=O)C2CCCCC2)CC1	-6.4	3.0	3.5	-5.2	6.7	-3.5	-6.5	2.5
Cc1nc(N2CCOCC2)nc(N2CCCC2)c1[N+](=O)[O-]	-11.9	nt	11.9	8.7	-6.7	nt	-5.0	nt
O=C(c1ccccc1F)N1C[C@@H]2O[C@@H](CNS(=O)(=O)c3ccccc3)CC[C@@H]21	nt	-5.6	nt	nt	8.8	0.7	nt	1.3
COc1ccc2c3c(n(C)c2c1)[C@H](CO)N(Cc1ccccc1OC)CC31CCN(C(=O)C2CC2)CC1	6.3	3.1	nt	8.8	-7.3	-3.0	nt	-2.3
CC(C)NC(=O)N(C)C[C@@H]1OCCCC[C@@H](C)Oc2ccc(NS(=O)(=O)c3cn(C)cn3)cc2C(=O)N([C@H](C)CO)C[C@@H]1C	0.3	-6.3	1.8	-34.4	-7.4	-3.1	2.2	3.4
O=C(COc1ccc(Cl)cc1Cl)Nc1ccccn1	100.1*	60.3*	nt	nt	22.0	4.4	12.6	0.0
CCOc1ccc2c(c1)C(N(CCN1CCOCC1)C(=O)Nc1ccccc1)CC(C)(C)O2 (centres undefined)	0.7	-3.3	6.9	5.6	0.2	4.7	nt	nt
Cc1nc2ccc(NC(=O)C3CCN(S(=O)(=O)c4cccs4)CC3)cc2s1	nt	nt	-9.5	15.3	6.2	nt	-1.6	nt
CN(C)CC1CCCCC1OC(=O)c1ccc(S(=O)(=O)N(C)c2ccccc2)cc1 (centres undefined)	-9.6	4.2	-0.5	6.0	10.6	0.5	-5.0	4.9
O=C(c1cccc(F)c1)N1CCCCN2[C@@H](CO)[C@@H](c3ccc(-c4cncnc4)cc3)[C@@H]2C1	-0.2	-4.3	nt	-15.7	6.2	5.5	-2.0	-1.0
CC(C)(C)c1ccc(C(=O)OCC(=O)Nc2sc3c(c2C#N)CCC3)cc1	-8.8	6.1	-4.9	2.8	nt	-3.0	1.3	1.5
CCCN1[C@H](C(=O)OC)[C@@H](CO)[C@@H]2Cn3c(ccc(-c4ccncc4)c3=O)[C@@H]21	-9.1	-0.9	nt	nt	2.0	4.7	nt	-1.3
Cc1ccccc1C(=O)NNC(=O)CN1C(=O)c2ccccc2C1=O	nt	0.9	-11.5	-6.9	nt	2.4	nt	-2.0
COc1cc2c(cc1NC(=O)c1ccccc1-c1ccccc1C(=O)O)-c1ccccc1C2	14.9	6.6	-7.9	19.9	2.6	-2.3	-2.8	-27.1
C[C@@H]1CCCCO[C@@H](CN(C)CC2CCCCC2)[C@@H](C)CN([C@H](C)CO)C(=O)c2cc(NC(=O)Nc3ccccc3)ccc2O1	13.7	3.4	16.2	-2.5	12.7	32.7	-0.8	-3.9
COCCNC(=O)CN(Cc1ccccc1)C(=O)CCC(=O)Nc1nccs1	-11.7	-20.2	1.6	0.4	-0.9	3.5	4.6	0.0
Cc1cc(C)c(S(=O)(=O)c2ccccc2Cl)c(=O)[nH]1	3.7	-3.1	-1.2	2.0	5.1	0.5	4.4	3.1
COc1ccc(CN2C(=O)c3ccccc3C2c2nnnn2C(C)C)cc1OC (centres undefined)	-21.8	-19.2	-4.5	6.7	nt	1.7	nt	nt
CCOc1ccc(C(=O)NCC(=O)NC(C)c2ccc(-n3ccnc3)cc2)cc1OCC (centres undefined)	23.7	6.2	4.5	8.9	-8.3	-7.2	-0.9	0.7
COc1ccc(CCNC(=O)c2cnc(Cl)c(Cl)c2)cc1	-5.7	15.6	4.0	-1.1	0.2	8.7	3.0	1.9
CC(C)c1cn(CC[C@H]2CC[C@H](NC(=O)C3CCC3)[C@@H](CO)O2)nn1	1.2	7.7	nt	-0.9	4.4	7.3	10.2	2.3
O=C1CN=C(Nc2ccccc2Cl)N1c1ccccc1	-4.7	nt	nt	nt	nt	0.8	-1.3	2.3
Cc1ccccc1N1CC(C(=O)Nc2ccncc2)CC1=O (centres undefined)	-3.8	2.2	3.1	8.2	nt	1.9	6.6	-2.6
CC1C/C(=N\NC(=O)c2ccc(NS(=O)(=O)c3ccc(Br)cc3)cc2)CC(C)(C)C1 (centres undefined)	nt	9.0	4.3	86.2*	nt	-3.4	nt	0.5
COCCn1c(C)cc(/C=C(\C#N)C(=O)OCC(=O)Nc2ccc(S(N)(=O)=O)cc2)c1C	22.1	-4.5	-1.6	nt	-7.2	1.1	-7.1	4.4
O=C(CSC(=S)N1CCCC1)N1CCN(S(=O)(=O)c2cccc([N+](=O)[O-])c2)CC1	8.7	nt	-5.7	-6.7	-19.9	2.7	-2.2	2.2
C=CCOc1ccccc1CN(C(=O)CCl)c1ccc2c(c1)OCO2	-15.1	58.9*	2.6	120.8*	4.6	-0.4	-1.1	2.3
CCc1nnc(N/N=C\c2ccc(OC(C)=O)c(OC)c2)n1N	0.8	-15.8	0.8	-11.3	nt	-0.2	0.7	3.2
CCC(=O)N(C)C[C@@H]1Oc2ncc(-c3ccc(C#N)cc3)cc2C(=O)N([C@@H](C)CO)C[C@H]1C	11.4	-5.7	-1.9	nt	3.3	-24.5	1.4	-3.1
CN(C)C(=O)[C@H]1[C@H](CO)[C@H]2Cn3c(ccc(-c4cccnc4)c3=O)[C@H]2N1Cc1ccccc1F	3.9	0.3	nt	-3.8	1.3	-45.1	-1.3	3.2
COc1ccc(C(C(=O)NC(C)(C)C)N(CCC(C)C)C(=O)CCC(=O)Nc2cc(C)on2)cc1 (centres undefined)	12.9	-4.1	-4.2	7.7	nt	-3.1	-2.2	-3.2
COc1ccc2[nH]c3c(c2c1)CCN1C(=O)N([C@@H](C)C(=O)NC2CCN(Cc4ccccc4)CC2)C(=O)[C@]31C	nt	14.7	nt	nt	-9.4	-3.6	1.0	-0.7
COc1ccc(S(=O)(=O)Nc2ccc3c(c2)C(=O)N([C@@H](C)CO)C[C@H](C)[C@H](CN(C)C(=O)Cc2ccccc2)OCCCC[C@H](C)O3)cc1	-2.2	-1.9	nt	10.2	-4.7	-6.2	-4.5	-2.3
CC(=O)c1c(C)[nH]c(C(=O)OCC(=O)Nc2cc(S(=O)(=O)N3CCCC3)ccc2Cl)c1C	-17.1	nt	-2.2	6.1	-12.3	nt	0.7	nt
CC1CCN(CC(=O)Nc2ccc(S(=O)(=O)N3CCCCC3)cc2)CC1	8.0	10.8	-1.1	21.4	2.9	-1.2	-0.7	-2.9
COc1ccc(-c2c(C)n([O-])c3c([n+]2=O)CCCC3)c(OC)c1	1.9	1.1	nt	nt	-5.0	6.2	5.3	7.9
C[C@@H]1CCCCO[C@@H](CN(C)C(=O)Nc2ccc3c(c2)OCO3)[C@@H](C)CN([C@@H](C)CO)C(=O)c2cc(NC(=O)Nc3cccc4ccccc34)ccc2O1	4.2	4.2	3.4	nt	0.3	-36.6	nt	1.1
Cc1sc(NC(=O)Cn2cnnn2)nc1-c1ccc(Cl)cc1	9.5	8.6	3.2	6.2	-7.5	-2.5	nt	-2.5

3 entries from above, reformatted.
compound | LGR2 antag | EWS-Fli inh | FN deposition inh | PAX8 reporter | PGC1a acetyl inh | S100A4 MyoIIA | PglD DTNB | ERAP1 HTS inh
O=S(=O)(c1ccccc1)N1CCCCN2[C@@H](CO)[C@H](c3ccc(-c4cncnc4)cc3)[C@@H]2C1 | -15.1 | -11.8 | nt | -38.3 | -3.2 | -0.5 | -1.0 | 0.5
CCc1nnc(N/N=C\c2ccc(OC(C)=O)c(OC)c2)n1N | 0.8 | -15.8 | 0.8 | -11.3 | nt | -0.2 | 0.7 | 3.2
CCN(CC(=O)NC(C)(C)C)C(=O)c1ccc(Br)cc1 | nt | -41.4 | -0.1 | -9.7 | -9.9 | -0.6 | 0.9 | -0.3
